From PubChem BioAssay
Growth percent in the NCI-60 one-dose screen (48 h, 10 µM unless noted): 100 = growth as untreated, 0 = no growth, -100 = all killed.
DU-145: DU-145 prostate cancer | 81,000 tested, 4.2% active
PC-3: PC-3 prostate cancer cells. 80,000 tested, 3.9% active. AID 1794754
OVCAR-8: OVCAR-8 ovarian cancer | 81,000 tested, 4.4% active | AID 1794782
OVCAR-3: OVCAR-3 ovarian cancer; 79,000 tested, 7% active
SK-OV-3: SK-OV-3 ovarian cancer cells; 80,000 tested, 3.2% active
OVCAR-4: OVCAR-4 ovarian cancer cells; 80,000 tested, 3.7% active
IGROV1: IGROV1 ovarian cancer | AID 1794786 | 79,000 tested, 4.7% active
OVCAR-5: OVCAR-5 ovarian cancer | 82,000 tested, 2.9% active | AID 1794783
Starred values were filed as active, the others as inactive; · = not tested or not shown; & = joins results of further samples. The calls were made as follows: active = growth percent below 10; inactive = the rest.

#1 O=C(Nc1ccccc1-c1ccccc1)c1ccc(Cl)cc1Cl
#2 O/N=C\c1cc(-c2cccc3ccccc23)on1
#3 Nc1cccc2c(O)cc(S(=O)(=O)O)cc12
#4 Cc1ccc2oc(=O)c(S(=O)(=O)Nc3ccccc3)c(O)c2c1
#5 Cc1nn(-c2ccccc2)c2nc(Cl)c(/C=C/C(=O)c3ccccc3)c(-c3ccc(Cl)cc3)c12
#6 Cc1c(C(=O)N[C@@H](Cc2ccccc2)C(=O)C(=O)NCCc2ccccc2)[nH]c2ccccc2c1=O
Compound	1	2	3	4	5	6
DU-145	103	97	104&118	104	124	101
PC-3	74	83	92&97	94	·	94
OVCAR-8	109	97	101&100	99	94	99
OVCAR-3	103	98	97&113	100	115	105
SK-OV-3	108	·	98&96	96	99	107
OVCAR-4	90	90	121&99	106	104	94
IGROV1	90	100	96&114	107	102	95
OVCAR-5	70	103	104&106	100	95	102

#7 COc1ccc2c(C3(c4cn(C)c5cc(OC)ccc45)C(=O)Nc4ccc(Cl)cc43)cn(C)c2c1
#8 Nc1nc(=O)c2ccccc2s1
#9 O=C(/C=C/C12c3ccccc3C(c3ccccc31)C1C(=O)NC(=O)C12)c1ccc(I)cc1 (stereo unspecified)
#10 CCOC(=O)c1ccc(NC(=S)NC(=O)c2ccc(Cl)c(Cl)c2)cc1
#11 COc1cc(/C=C2\C(=O)N(CCCCCCn3c4ccccc4c(=O)c4ccccc43)c3ccccc32)cc(OC)c1O
#12 COc1ccc(/C=C2/N=C3N(N=C(CCl)N3c3ccccc3)C2=O)cc1
Compound	7	8	9	10	11	12
DU-145	80	124	43	104	80	113
PC-3	26	99	35	91	53	96
OVCAR-8	90	121	36	94	49	105
OVCAR-3	62	131	9.4*	92	72	108
SK-OV-3	80	104	83	90	105	99
OVCAR-4	76	125	85	78	65	111
IGROV1	63	122	56	94	60	102
OVCAR-5	75	100	73	100	85	122

#13 O=C(NCCCNc1cc(-c2cn(-c3ccccc3)nc2-c2cccc(O)c2)ccn1)Nc1ccc(Cl)c(C(F)(F)F)c1
#14 O=C(Nc1cccc(Cl)c1)Nc1cc2ncncc2cc1OCc1cccc(F)c1
#15 CCOC(=O)Nc1ccc([N+](=O)[O-])cc1
#16 COc1cc(/C=C/C(=O)c2ccc(F)cc2)ccc1OCCCCOc1ccc(/C=C/C(=O)c2c(C)nc3ccccc3c2C)cc1OC
#17 CN1CCN(c2nc(NCCCNc3ccnc4cc(Cl)ccc34)c3ccccc3n2)CC1
#18 CCCn1cc2c(=O)nc3sc(Cc4ccc(F)cc4)c(C)n3c2n1
Compound	13	14	15	16	17	18
DU-145	91	19	114	157	60	99
PC-3	44	9.6*	111	93	43	88
OVCAR-8	77	3.5*	102	78	39	93
OVCAR-3	92	13	111	92	76	95
SK-OV-3	82	28	108	107	67	103
OVCAR-4	64	22	108	76	60	86
IGROV1	74	19	101	101	71	94
OVCAR-5	81	30	115	108	85	111

#19 OC(c1ccccc1)C1CC=CCC1 (stereo unspecified)
#20 O=c1n(CCCCCCn2cnn(-c3ccccc3)c2=O)cnn1-c1ccccc1
#21 C=C1C(=O)O[C@H]2[C@H]1CC/C(COC(=O)/C=C\C(=O)NCc1ccc(Cn3c(=O)sn(CCCCl)c3=O)cc1)=C\CC[C@@]1(C)O[C@@H]21
#22 CCCc1ccc(S(=O)(=O)N[C@H]2CC[C@H]3[C@@H]4CCc5cc(O)ccc5[C@H]4CC[C@]23C)cc1
#23 Cn1c(=O)oc2ccccc2c1=O
#24 COc1cc2cc(Sc3ccc(NC(=O)c4ccc(N5CCOCC5)c(C(F)(F)F)c4)cc3)c(C)nc2cc1OC
Compound	19	20	21	22	23	24
DU-145	112	109	46	71	113	109
PC-3	101	91	77	41	100	87
OVCAR-8	107	95	80	59	105	106
OVCAR-3	116	113	37	45	109	100
SK-OV-3	107	100	97	87	97	91
OVCAR-4	104	86	75	55	112	103
IGROV1	107	98	59	45	135	98
OVCAR-5	99	100	82	90	111	111

Limited to SK-OV-3, OVCAR-5 and PC-3 (two entries from above):
# | SMILES | SK-OV-3 | OVCAR-5 | PC-3
21 | C=C1C(=O)O[C@H]2[C@H]1CC/C(COC(=O)/C=C\C(=O)NCc1ccc(Cn3c(=O)sn(CCCCl)c3=O)cc1)=C\CC[C@@]1(C)O[C@@H]21 | 97 | 82 | 77
24 | COc1cc2cc(Sc3ccc(NC(=O)c4ccc(N5CCOCC5)c(C(F)(F)F)c4)cc3)c(C)nc2cc1OC | 91 | 111 | 87

One compound at a time, from the list above.
Profile of COc1cc(/C=C/C(=O)c2ccc(F)cc2)ccc1OCCCCOc1ccc(/C=C/C(=O)c2c(C)nc3ccccc3c2C)cc1OC = DU-145: 157; PC-3: 93; OVCAR-8: 78; OVCAR-3: 92; SK-OV-3: 107; OVCAR-4: 76; IGROV1: 101; OVCAR-5: 108
Profile of Nc1nc(=O)c2ccccc2s1 = DU-145: 124; PC-3: 99; OVCAR-8: 121; OVCAR-3: 131; SK-OV-3: 104; OVCAR-4: 125; IGROV1: 122; OVCAR-5: 100

Later entries:
#25 CC1CCCC(C)C1=O (stereo unspecified)
#26 COC(=O)CC[C@@H]1O[C@@H](c2cccc(C(F)(F)F)c2)C[C@H]1O
#27 CCn1c(Sc2nnc(NC(C)=O)s2)nc2c1c(=O)n(C)c(=O)n2C
#28 NC(=O)c1ccc(-c2c3ccccc3cc3c2ccc2ccccc23)cc1
#29 N#CC(CCCN1CCOCC1)(c1ccccc1)c1ccccc1
#30 CCC(=O)Oc1ccc(/C(=C(\C)c2ccccc2)c2ccc(OCCCN(C)C)cc2)cc1
Compound	25	26	27	28	29	30
DU-145	120	100	99	53	105	98
PC-3	101	99	92	54	86	86
OVCAR-8	95	100	100	77	108	·
OVCAR-3	130	98	93	3.9*	99	106
SK-OV-3	109	109	·	70	122	93
OVCAR-4	113	111	101	80	97	97
IGROV1	·	112	98	43	110	104
OVCAR-5	95	114	90	75	106	101

#31 N#Cc1c(-c2ccccc2)c(-c2ccccc2)n[nH]c1=O
#32 Cc1ccc(N)c2ccccc12
#33 N#C/C(=C\c1cccnc1)c1ccc(Br)cc1
#34 C=CNC(=O)C(=O)c1ccccc1NC(C)=O
#35 CCN1CCN(CCCNc2nccc(-c3cn(-c4ccccc4)nc3-c3ccc(Cl)c(OC)c3)n2)S1(=O)=O
#36 Cn1c(=O)oc2ccc(S(=O)(=O)Nc3ccc(Cl)cc3[N+](=O)[O-])cc21
Compound	31	32	33	34	35	36
DU-145	99	107	110&100	108	85	111
PC-3	82	84	108&101	97	·	102
OVCAR-8	91	118	99&97	99	87	99
OVCAR-3	85	96	112&100	117	75	118
SK-OV-3	63	100	113&105	104	105	103
OVCAR-4	86	97	87&84	112	75	108
IGROV1	82	87	106&110	100	81	100
OVCAR-5	109	97	114&121	103	123	117

Gathered by group, the compounds so far with a CF3 group (3)
#13 O=C(NCCCNc1cc(-c2cn(-c3ccccc3)nc2-c2cccc(O)c2)ccn1)Nc1ccc(Cl)c(C(F)(F)F)c1
#24 COc1cc2cc(Sc3ccc(NC(=O)c4ccc(N5CCOCC5)c(C(F)(F)F)c4)cc3)c(C)nc2cc1OC
#26 COC(=O)CC[C@@H]1O[C@@H](c2cccc(C(F)(F)F)c2)C[C@H]1O
Compound	13	24	26
DU-145	91	109	100
PC-3	44	87	99
OVCAR-8	77	106	100
OVCAR-3	92	100	98
SK-OV-3	82	91	109
OVCAR-4	64	103	111
IGROV1	74	98	112
OVCAR-5	81	111	114

New compounds follow
#37 C=CC(=O)Nc1ccc(C(=O)/C=C/c2ccc(N(C)C)cc2)c(O)c1
#38 O=S(=O)(NCCCNc1nccc(-c2c(-c3cccc(F)c3)nc3occn23)n1)c1ccc(C(F)(F)F)cc1
#39 CC(C)(CO)C(O)C(=O)NCCS(=O)(=O)Nc1ccc(Br)cn1 (stereo unspecified)
#40 Fc1ccccc1Nc1ccc2nnc(-c3ccncc3)n2n1
#41 NCCCC(C(=O)O)(c1ccccc1)c1ccccc1
#42 CC(=O)OCC(=O)Nc1ccccc1
Compound	37	38	39	40	41	42
DU-145	7.8*	97	106	110	110	96
PC-3	34	63	100	101	92	73
OVCAR-8	-8.4*	85	110	103	96	153
OVCAR-3	-18*	100	103	108	117	158
SK-OV-3	12	77	117	107	81	112
OVCAR-4	39	96	110	107	99	95
IGROV1	16	77	100	105	109	76
OVCAR-5	7.7*	117	98	97	90	110

#43 Cc1ccc(-n2c(-c3cc(-c4ccncc4)n(-c4ccccc4)n3)n[nH]c2=S)cc1
#44 CCCCCCC(=O)CC(=O)OCC
#45 COc1nc(/C=C\Nc2ccc3c(c2)OCCOCCOCCOCCO3)nc(OC)n1
#46 CNCc1cccc(C)n1
#47 O=c1nc(N2CCOCC2)oc2ccc(-c3cccc4c3sc3ccccc34)cc12
#48 O=C1NC(=Nc2ccc(Cl)cc2)/C(=C/N2N=C(c3ccc(Cl)cc3)CC2c2ccc(F)cc2)S1 (stereo unspecified)
Compound	43	44	45	46	47	48
DU-145	124	108	97	117	103	113
PC-3	103	95	99	99	60	87
OVCAR-8	108	100	108	109	99	88
OVCAR-3	118	106	99	121	111	88
SK-OV-3	111	111	106	·	110	·
OVCAR-4	·	103	95	112	97	92
IGROV1	116	114	97	134	105	85
OVCAR-5	136	98	98	115	99	95

Retrieved one by one from the entries so far, four records:
#47 O=c1nc(N2CCOCC2)oc2ccc(-c3cccc4c3sc3ccccc34)cc12
#45 COc1nc(/C=C\Nc2ccc3c(c2)OCCOCCOCCOCCO3)nc(OC)n1
#48 O=C1NC(=Nc2ccc(Cl)cc2)/C(=C/N2N=C(c3ccc(Cl)cc3)CC2c2ccc(F)cc2)S1 (stereo unspecified)
#46 CNCc1cccc(C)n1
Compound	47	45	48	46
DU-145	103	97	113	117
PC-3	60	99	87	99
OVCAR-8	99	108	88	109
OVCAR-3	111	99	88	121
SK-OV-3	110	106	·	·
OVCAR-4	97	95	92	112
IGROV1	105	97	85	134
OVCAR-5	99	98	95	115

Later entries:
#49 CCc1ccc(/C(C#N)=C/C=C/c2ccccc2)cc1
#50 N#Cc1c(Cl)nc(SCc2ccc(F)cc2)nc1-c1ccc(Cl)cc1
#51 CN1C=CC(C(C(N)=O)c2ccccc2)c2ccccc21 (stereo unspecified)
#52 CC1=C(C#N)C(=O)NC1(C)O (stereo unspecified)
#53 CC1=C(C(=O)Nc2ccc(Cl)cc2)C(c2ccc3c(c2)OCO3)NC(=S)N1 (stereo unspecified)
#54 O=C(NCCNCCO)c1cc([N+](=O)[O-])cc([N+](=O)[O-])c1O
Compound	49	50	51	52	53	54
DU-145	25	112	115	116	100	99
PC-3	19	98	90	101	85	100
OVCAR-8	34	102	98	104	89	101
OVCAR-3	-11*	·	114	121	95	110
SK-OV-3	·	109	106	109	110	111
OVCAR-4	·	105	109	101	94	108
IGROV1	36	103	116	129	101	107
OVCAR-5	78	101	99	104	93	108

#55 CCOC(=O)/C(C#N)=C(/CC)OCC
#56 Cc1cn(Cc2ccccc2Cn2cc(C)c(=O)[nH]c2=O)c(=O)[nH]c1=O
#57 Cn1cc(-c2nnc(N)nc2-c2c[nH]c3ccc(Br)cc23)c2cc(Br)cnc21
#58 Cc1noc2c(Cc3ccc([N+](=O)[O-])cc3)nn(CC(=O)N/N=C/c3ccc(F)cc3)c(=O)c12
#59 Cc1cc2nc(C(Cl)Cl)nc(-c3cccnc3)n2n1
#60 CCN1CCN(c2cc(C(=O)Nc3cccc(Nc4ccc5c(OC)cccc5n4)c3)cc(C(F)(F)F)c2)CC1
Compound	55	56	57	58	59	60
DU-145	106	104	76	90	96	23
PC-3	94	·	39	77	92	7.7*
OVCAR-8	99	102	59	75	93	21
OVCAR-3	104	133	56	95	105	33
SK-OV-3	105	113	89	98	·	54
OVCAR-4	106	113	46	62	89	27
IGROV1	105	127	46	104	97	13
OVCAR-5	106	99	74	95	106	55

#61 COc1cccc(Cn2cc3c(c2)-c2onc(CN4CCOCC4)c2CC3)c1
#62 COc1cc(C(=O)N(c2cccc(C(F)(F)F)c2)C(C(=O)NC2CCCCC2)c2ccc(OC)c(OC)c2OC)cc(OC)c1OC (stereo unspecified)
#63 COc1cccc(-c2oc3ccc(OC)cc3c(=O)c2O)c1
#64 CC(C)CCc1nc2ccc(NCc3ccc(OCCN4CCCCC4)cc3)cc2[nH]1
#65 CC1(C)CC(=O)C2=C(C1)N(CCc1ccc(S(N)(=O)=O)cc1)C1=C(C(=O)CC(C)(C)C1)C2c1ccc(O)cc1
#66 Cc1cc2[nH]c(=O)c3c4ncccc4cn3c2cc1C
Compound	61	62	63	64	65	66
DU-145	109	105	70	104	107	36
PC-3	102	72	69	79	96	57
OVCAR-8	·	89	82	98	101	40
OVCAR-3	106	101	82	82	·	-22*
SK-OV-3	114	76	92	113	113	87
OVCAR-4	104	97	67	84	106	·
IGROV1	111	97	92	100	102	25
OVCAR-5	110	84	100	102	102	·

#67 CC(C)(C)n1cc(-c2ccnc(NCCNS(=O)(=O)c3ccccc3)c2)c(-c2cccc(O)c2)n1
#68 CCOC(=O)c1cc2cccc(OC)c2oc1=O
#69 O=C1CCC(NNc2ccccc2)N1 (stereo unspecified)
#70 O=C(Cn1nnc2ccccc21)N/N=C/c1ccc(F)cc1
#71 Nc1c(-c2nc3ccc(Br)cc3c(=O)[nH]2)nnn1-c1ccccc1
#72 CCCCCCCCCCCCSC(=N)N
#73 COc1ccc(-c2cc(-c3ccc(Cl)cc3)c(C#N)c(=O)n2CCCCCC(=O)NO)cc1
#74 CC(C)Cn1cnc2c(SCc3ccc(Cl)cc3)nc(N)nc21
#75 O=[N+]([O-])c1ccc2c(c1)/C(=N\O)c1cc(F)ccc1-2
Compound	67	68	69	70	71	72	73	74	75
DU-145	69	123	90	116	62	43	100	113	106
PC-3	41	106	89	93	73	33	94	78	106
OVCAR-8	67	116	102	99	98	-61*	92	90	108
OVCAR-3	74	138	103	99	80	14	89	120	112
SK-OV-3	88	117	94	89	112	79	96	79	94
OVCAR-4	61	109	98	111	6.6*	33	86	69	87
IGROV1	76	108	87	96	90	-15*	96	131	86
OVCAR-5	78	114	87	101	96	37	99	91	99
